TRPC6 activator: mouse TRPC6 channel activators, primary screen, cell-based, HEK293, membrane potential dye. Short transient receptor potential channel 6 (Mus musculus), Q61143. HEK293-TRPC6 membrane potential dye fluorescence; hits give high values. B-score at 10 µM. 310,000 tested, 0.13% active;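 active = B-score of the integrated fluorescence ratio above library mean plus 3 SD, and starting fluorescence ratio within library mean plus 5 SD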;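 note: higher score means more depolarization so channel activation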
TRPC4 PAM: positive allosteric modulators of TRPC4, primary screen, cell-based, mouse TRPC4beta, HEK293 mu-opioid, Fluo-4 calcium. Short transient receptor potential channel 4 (Mus musculus), Q9QUQ5. DAMGO EC20, Fluo-4 Ca2+ flux; hits give high values. B-score at 10 µM. 310,000 tested, 0.42% active;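 active = B-score of calcium response area above 5 SD of library B-scores, with initial fluorescence ratio within 5 SD of library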;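 note: B-score of integrated fluorescence ratio over time as area under calcium response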
MrgX1 agonist: agonists of human MrgX1 receptor, primary screen, HEK293 cells, Fluo-4 calcium flux | Mas-related G-protein coupled receptor member X1 (Homo sapiens), Q96LB2 | Fluo-4 calcium fluorescence, agonist mode; hits give high values | B-score at 10 µM | 310,000 tested, 0.44% active | AID 588627, 2011;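 active = calcium response B-score plate-corrected fluorescence ratio at least 3 library SD, with starting fluorescence B-score inside 5 SD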
Target sequence (Q96LB2 whole entry, looked up): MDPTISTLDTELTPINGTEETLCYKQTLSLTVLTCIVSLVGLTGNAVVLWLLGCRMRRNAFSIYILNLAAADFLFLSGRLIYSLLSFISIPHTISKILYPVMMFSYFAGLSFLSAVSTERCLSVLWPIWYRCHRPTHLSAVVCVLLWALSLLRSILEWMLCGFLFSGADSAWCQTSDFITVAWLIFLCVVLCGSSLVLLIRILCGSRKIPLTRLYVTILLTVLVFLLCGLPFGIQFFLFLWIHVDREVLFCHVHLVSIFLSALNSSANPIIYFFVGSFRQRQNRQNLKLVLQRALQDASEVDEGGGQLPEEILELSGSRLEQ
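Test system: HEK293 cells stably expressing human MrgX1 receptor; amount: 15,000 cells per well; doses: compound delivered in addition one of three; times: overnight plating before 1 h dye loading; detection: Fluo-4 NW calcium-flux fluorescence, kinetic read; read-out basis: B-scored fluorescence response ratio; controls: positive and negative controls per plate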
MrgX1 antagonist: antagonists of human MrgX1 receptor, primary screen, HEK293 cells, Fluo-4 calcium flux | BAM8-22 antagonism; hits give low values | B-score at 10 µM | 310,000 tested, 1.3% active | AID 588676, 2011;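 active = calcium-response B-score plate-corrected more than 3 library SD below zero, starting fluorescence within 5 deviations, no agonist response on first addition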;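 note: peak minus trough fluorescence over baseline after final BAM8-22 challenge near maximal dose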
TRPC4 act: activators of mouse TRPC4 channel, primary screen, Fluo4 calcium, HEK293 TRPC4beta/mu-opioid cells; 310,000 tested, 0.49% active; Fluo4 calcium fluorescence; hits give high values; B-score at 10 µM; AID 2237, 2010; Short transient receptor potential channel 4 (Mus musculus), Q9QUQ5;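 active = B-score above 5 SD of library B-scores, and initial fluorescence ratio not above library mean plus 5 SD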;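 note: positive B-score marks a calcium rise read as TRPC4 activation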
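Assay system: HEK293 cells stably co-expressing mouse TRPC4beta and mu-opioid receptor / Timing: Fluo4 dye loading 45 min at room temperature, 110 s recording / Signal: Fluo4 calcium-sensitive dye fluorescence, kinetic, 1 Hz baseline / Read-out: integrated baseline-normalised fluorescence ratio, converted to per-well B score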
TRPC6 inh: mouse TRPC6 channel inhibitors, primary screen, cell-based, HEK293, membrane potential dye | AID 2553, 2010 | 310,000 tested, 1.1% active | ACh-evoked depolarization; hits give low values | B-score at 10 µM;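 active = B-score under library mean minus 3 SD, initial fluorescence not abnormally high, positive integrated signal ratio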;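 note: B-score derived from integrated fluorescence ratio over the kinetic read; more negative B-score means stronger inhibition of depolarization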
TMEM16A act: TMEM16A chloride channel activators or potentiators, primary screen, cell-based, HTS; AID 623877, 2012; HEK293 TMEM16A/YFP-H148Q/I152L, iodide quench fluorescence; hits give low values; B-score at 10 µM; 340,000 tested, 0.3% active; Anoctamin-1 (Mus musculus), Q8BHY3;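 active = fluorescence-ratio B-score plate-corrected deviation score at least 3 library SD below zero, with starting fluorescence score within 5 deviations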;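 note: channel opened by trigger with iodide after compound preincubation; score built on the fluorescence ratio of max minus min over baseline; more negative score means more quench and so TMEM16A activation or potentiation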
SKKanGAS inh: S. pyogenes SKKanGAS growth inhibitors in kanamycin, primary screen, streptokinase expression inhibitor project, SKKanGAS strain, BacTiter-Glo luminescence; AID 1662, 2009; 300,000 tested, 1.3% active; 6 h; inhibition, % at 7.5 µM;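 active = mean replicate score, as percent of positive control median, at least 50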;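 note: strain carries kanamycin resistance gene driven by streptokinase promoter and grows in 40 µg/ml kanamycin; loss of luminescence reflects streptokinase promoter inhibition or plain growth inhibition; 0% = median of DMSO wells and 100% = positive control at its reference dose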
TRPC4 block: inhibitors of mouse TRPC4 channel, primary screen, Fluo4 calcium, HEK293 TRPC4beta/mu-opioid cells. DAMGO-evoked Fluo4 calcium flux; hits give low values. B-score at 10 µM. 300,000 tested, 0.39% active;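 active = B-score over 3 SD under the library average, no early fluorescence shift, positive overall ratio signal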
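Assay system: HEK293 cells with stable TRPC4beta plus mu-opioid receptor expression; Probe or stimulus: DAMGO in two steps, submaximal then maximal; Dosing: single-point compound dosing; Measured by: Fluo4 calcium-dye fluorescence, kinetic read; Read-out basis: B score from integrated Fluo4 fluorescence ratio.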
MrgX1 allo act: positive allosteric modulators of MrgX1, primary screen, HEK293 cells, Fluo-4 calcium flux; 310,000 tested, 0.63% active; FDSS; hits give high values; AID 588675, 2011; Mas-related G-protein coupled receptor member X1 (Homo sapiens), Q96LB2; B-score at 10 µM;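 active = plate-corrected calcium response at least 3 library SD above typical, normal starting fluorescence, not activating the receptor alone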;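 note: compound read alongside a low EC10 to EC30 dose of BAM8-22 agonist; peak minus trough fluorescence over baseline measured at the second addition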
ANO1 block: TMEM16A chloride channel inhibitors, primary screen, cell-based, HTS | HEK293 TMEM16A/YFP iodide influx fluorescence, ionomycin | 310,000 tested, 1.2% active | normalized B-score (activity score, 25-100; higher = stronger inhibition) at 10 µM;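 active = ratio plate-corrected score three or more library SD toward inhibition, starting fluorescence score within five deviations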;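 note: score derived from kinetic fluorescence span divided by baseline fluorescence per well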
An asterisk follows results filed as active; i = inactive.

Values run as follows: TRPC4 block	SKKanGAS inh	TRPC6 inh	TRPC4 PAM	MrgX1 allo act	MrgX1 antagonist	MrgX1 agonist	TMEM16A act	TRPC6 activator	ANO1 block	TRPC4 act
O=C1CSC(=Nc2ccc(Cl)cc2)N1Cc1ccco1
 : i	18	i	i	i	i	i	i	i	i	i
COC(=O)C(C)(C)ONC(=O)Nc1ccccc1Br
 : i	-2	i	i	i	i	i	i	i	25*	i
COc1cccc(C2C(C#N)=C(N)SC(c3ccccc3)C2[N+](=O)[O-])c1 (centres undefined)
 : i	1	i	i	i	i	i	i	i	i	i
O=C(Cn1cncn1)N/N=C/c1cccc(Cl)c1
 : i	3	i	i	i	i	i	i	i	i	i
O=C(NCc1ccc(F)cc1)c1cc(-c2ccco2)on1
 : i	-2	i	i	i	i	i	i	i	i	i
N#C/C(=C\c1ccccc1)C(=O)OCC(=O)N1CCCC1
 : i	-2	i	i	i	i	i	i	i	i	i
O=C(O)c1cccc(N/N=C/c2cccc3ccccc23)c1
 : i	1	i	i	i	i	i	i	i	i	i
O=C(N=C1SC2CS(=O)(=O)CC2N1c1ccc(F)cc1F)C1CC1 (centres undefined)
 : i	-2	i	i	i	i	i	i	i	i	i
Cc1nn(-c2ccccc2)c2sc(C(=O)N(CC(=O)NC(C)(C)C)Cc3ccco3)cc12
 : i	6	i	i	i	i	i	i	i	i	i
Cc1cc(C(F)(F)F)c(C#N)c(SCC(=O)NC2CC2)n1
 : i	2	i	i	i	i	i	i	i	i	i
COc1ccccc1N=Nc1c(C)noc1C
 : i	-1	i	i	i	i	i	i	i	i	i
Cc1ccc([N+](=O)[O-])cc1NC(=O)c1ccccc1
 : i	-6	i	i	i	i	i	i	i	i	i
Cc1cc(C)c(S(=O)(=O)NCc2ccc3c(c2)cc(C)n3C)c(C)c1
 : i	10	i	i	i	i	i	i	i	i	i
COc1ccc(S(=O)(=O)NCc2csc(-c3cccnc3)n2)cc1
 : i	15	i	i	i	i	i	i	i	i	i
Cc1ccsc1/C=C1/SC(=O)N(CC(=O)N2CCCC2)C1=O
 : i	7	i	i	i	i	i	i	i	i	i

The list goes on, overlapping the part above by 2 compounds.
Values run as follows: TRPC4 block	SKKanGAS inh	TRPC6 inh	TRPC4 PAM	MrgX1 allo act	MrgX1 antagonist	MrgX1 agonist	TMEM16A act	TRPC6 activator	ANO1 block	TRPC4 act
COc1ccc(S(=O)(=O)NCc2csc(-c3cccnc3)n2)cc1
 : i	15	i	i	i	i	i	i	i	i	i
Cc1ccsc1/C=C1/SC(=O)N(CC(=O)N2CCCC2)C1=O
 : i	7	i	i	i	i	i	i	i	i	i
CC1CCN(S(=O)(=O)c2ccc(S(=O)(=O)NCc3ccccc3)cc2)CC1
 : i	0	i	i	i	i	i	i	i	i	i
Cc1noc(C)c1COC(=O)CCc1nc2ccccc2s1
 : i	2	i	i	i	i	i	i	i	i	i
Cc1nc(NC(=O)c2ccco2)sc1C(=O)O
 : i	19	i	i	i	i	i	i	i	i	i
CN(CCc1ccccn1)C(=O)c1cc(COc2ccc(F)cc2F)on1
 : i	41	i	i	i	i	i	i	i	i	i
Cc1ccc(-n2cc(CN(C)Cc3nccn3C)c(-c3ccc(F)cc3)n2)cc1
 : i	-7	i	i	i	i	i	i	i	i	i
Cn1c(=O)c2c(n(C)c1=O)=NC1(CCCCC1)ON=2
 : i	1	i	i	i	i	i	i	i	i	i
O=C(NC12CC3CC(CC(C3)C1)C2)c1cc(F)c(F)cc1Cl
 : i	7	i	i	i	i	i	i	i	i	i
COc1ccc(C2/C(=C(/O)c3ccc4c(c3)CC(C)O4)C(=O)C(=O)N2CCCN2CCOCC2)cc1OC (centres undefined)
 : i	4	i	i	i	i	i	i	i	i	i
Cc1ccc(/C=N/NC(=O)C2CC(=O)N(c3ccccc3)C2)s1 (centres undefined)
 : i	13	i	i	i	i	i	i	i	i	i
CCCNCC1C(Oc2ccc(Cl)cc2Cl)C(=O)N1c1cccc(C)c1C (centres undefined)
 : i	6	i	i	i	i	i	i	i	i	i
Cc1c(NC(=S)N/N=C/c2ccc(Br)cc2)c(=O)n(-c2ccccc2)n1C
 : i	8	i	i	i	i	i	i	i	i	i
CCn1cnc2c([N+](=O)[O-])c(NS(=O)(=O)c3ccc(C)cc3)ccc21
 : i	2	i	i	i	i	i	i	i	i	i
Cn1c(=O)[nH]c(=O)c2c1nc(NCCc1ccccc1)n2CC(O)COc1ccccc1 (centres undefined)
 : i	0	i	i	i	i	i	-51*	i	i	i
CCN(CC)CCn1c2ccccc2c2n[nH]c(=S)nc21
 : i	1	i	i	i	i	i	i	i	i	63*
O=C(CSc1nnc(Cc2cccs2)n1Cc1ccco1)Nc1ccc(Br)cc1
 : i	16	i	i	i	i	i	i	i	i	i
CSCCC(=O)N1CCN(CC(=O)N2CCCC2)CC1
 : i	0	i	i	i	i	i	i	i	i	i
Cc1cc([N+](=O)[O-])nn1CC(=O)N1CCN(Cc2ccccc2)CC1
 : i	0	i	i	i	i	i	i	i	i	i
COc1ccc(C=NCCC2(O)CC(C)N(C)CC2C)cc1 (centres undefined)
 : i	-3	i	i	i	i	i	i	i	i	i
Cc1ccc(S(=O)(=O)N(CC(=O)N2CCN(c3ccccc3F)CC2)C2CCCCC2)cc1
 : i	3	i	i	i	i	i	i	i	i	i
COc1ccccc1N1CCN(C(=O)c2ccc3c(c2)CCN3S(=O)(=O)c2ccccc2)CC1
 : i	7	i	i	i	i	i	i	i	i	i
COc1ccc(NC(=S)N2CCN(Cc3ccco3)CC2)c(OC)c1
 : i	5	i	i	i	i	i	i	i	i	i
Cc1ccc(C)c(CSc2nc3[nH]ncc3c(=O)[nH]2)c1
 : i	2	i	i	i	i	i	i	i	i	i
Cc1cc(C)n(CC(=O)NC2CCCc3c2cnn3-c2ccc(C)c(C)c2)n1 (centres undefined)
 : i	0	i	i	i	i	i	i	i	i	i
O=C(Cn1cnc2ccccc2c1=O)N1CCN(c2ccccc2)CC1
 : i	-7	i	i	i	i	i	i	i	i	i
O=C(Nc1ccccc1N1CCN(c2ccccc2)CC1)c1ccccc1F
 : i	26	i	i	i	i	i	i	i	i	i
Cc1occc1-c1nnc(SCC(=O)N2c3ccccc3CCc3ccccc32)n1C
 : i	4	i	i	i	i	i	i	i	i	i
COC(=O)c1ccc(C(=O)OC)c(NC(=S)N2CCN(c3ccccc3)CC2)c1
 : i	-2	i	i	i	i	i	i	i	i	i
Cc1cccc(NC(=O)Cc2ccc(NC3=NC4CS(=O)(=O)CC4S3)cc2)c1 (centres undefined)
 : i	-7	i	i	i	i	i	i	i	i	i
O=C(CCc1nnc(Cc2ccc(-c3ccccc3)cc2)o1)NCCc1cccnc1
 : i	-3	i	i	i	i	i	i	i	i	i
CC(C)c1nc2sc3c(c2c(=O)[nH]1)CC(C)(C)OC3
 : i	0	i	i	i	i	i	i	i	i	i
Cc1ccc(-c2nc3ncccc3o2)cc1NC(=O)c1ccco1
 : i	-4	i	i	i	i	i	i	i	i	i
CCOC(=O)C(NCc1ccccc1OC)(NC(=O)c1ccccc1)C(F)(F)F (centres undefined)
 : i	7	i	i	i	i	i	i	i	i	i
COC(=O)CSc1nnc(-c2sc3ccccc3c2Cl)o1
 : i	-11	i	i	i	i	i	i	i	i	i
COc1ccc(-c2c(C#N)c(N)nc3sc(C(=O)c4ccc(C)cc4)c(N)c23)cc1
 : i	19	i	i	i	i	i	i	i	i	i
CC1CC(=O)N(c2ccc(NCc3ccc(Cl)cc3)c([N+](=O)[O-])c2)C1=O (centres undefined)
 : i	1	i	i	i	i	i	i	i	i	i
CC(C)N(Cc1cnn(C)c1)Cc1nc(Cc2ccccc2Cl)no1
 : i	6	i	i	i	i	i	i	i	i	i
CN(C)S(=O)(=O)c1ccc(N2CCCC2)c(C(=O)N2CCN(c3ccc([N+](=O)[O-])cc3)CC2)c1
 : i	-4	i	i	i	i	i	i	i	i	i
COc1cc(-n2c(=O)c3ccccc3n(Cc3cccc(F)c3)c2=O)cc(OC)c1OC
 : i	-13	i	i	i	i	i	i	i	i	i
CCOC(=O)c1sc(NC(=O)CSc2n[nH]c(-c3ccncc3)n2)c(C#N)c1C
 : i	13	i	i	i	i	i	i	i	i	i
O=C(NCCO)c1ccc(Oc2ccc(C(F)(F)F)cc2[N+](=O)[O-])cc1
 : i	-1	i	i	i	i	i	i	i	i	i
COc1ccc(CNC(=O)CCn2cccc2)cc1
 : i	-3	i	i	i	i	i	i	i	i	i
O=C(COC(=O)c1ccc(F)c(S(=O)(=O)N2CCOCC2)c1)NCCc1ccccc1
 : i	-11	i	i	i	i	i	i	i	i	i
CC(C)(CNC(=O)c1ccc(NS(=O)(=O)c2ccc(F)c(F)c2)cc1)N1CCOCC1
 : i	-2	i	i	i	i	i	i	i	i	i
Cc1ccc(NC(=O)C2(NC(=O)c3ccccn3)CCCCC2)cc1Br
 : i	7	i	i	i	i	i	i	i	i	i
CCN1c2ccccc2NC2N=C(OC)C(c3ccccc3)C21 (centres undefined)
 : i	4	i	i	i	i	i	i	i	i	i
COC(=O)/C=C/c1ccc(-n2cncn2)cc1
 : i	-2	i	i	i	i	i	i	i	i	i

Screening results (PubChem BioAssay)
